From PubChem
STAT1 inh: STAT1 signaling inhibition | NIH 3T3 STAT1-luciferase reporter, IFN-gamma, luminescence | inhibition, % at 5.5 µM | AID 920 | 200,000 compounds, 0.35% hits;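 active means inhibition above a set limit, the mean inhibition across all tested compounds plus 3 SD, cut at about 34% in these data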;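 further: 0% = IFN-gamma with DMSO and 100% = IFN-gamma with 300 µM nifuroxazide; values of inactives mirror those of a sister screen read the other way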
G6PDH CS: inhibits Leuconostoc G6PDH, flagging false hits in G6PDH-based assays; Purified L. mesenteroides G6PDH, diaphorase/resazurin coupled fluorescence, 45 min; inhibition, % at 5 µM; 200,000 compounds, 0.12% hits; AID 1020; in the data active means inhibition above about 50%
Hsp70 act: transcriptional activators of Hsp70 | HeLa Hsp70 promoter luciferase reporter, luminescence; scaled: vehicle 0, proteasome-inhibitor control 100% | activation, % at 10 µM | 200,000 compounds, 0.04% hits | AID 1203;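 active means activation above the mean across all tested compounds plus 3 SD, cutoff set per campaign, cut at about 5.5% in these data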;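 further: 100% = MG132 at 30 µM as the positive control and 0% = DMSO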
TLR4-MyD88 BLA: TLR4-MyD88 interaction inhibition in cells; O00206+Q99836; inhibition, % at 8.4 µM; AID 861; 200,000 compounds, 0.18% hits; HeLa CL3-4 TLR4/MyD88 BLA complementation, FRET ratio; in the data active means inhibition above about 25%;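 further: 0% = vehicle and 100% = reference inhibitor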
Target sequence (O00206 whole entry, looked up): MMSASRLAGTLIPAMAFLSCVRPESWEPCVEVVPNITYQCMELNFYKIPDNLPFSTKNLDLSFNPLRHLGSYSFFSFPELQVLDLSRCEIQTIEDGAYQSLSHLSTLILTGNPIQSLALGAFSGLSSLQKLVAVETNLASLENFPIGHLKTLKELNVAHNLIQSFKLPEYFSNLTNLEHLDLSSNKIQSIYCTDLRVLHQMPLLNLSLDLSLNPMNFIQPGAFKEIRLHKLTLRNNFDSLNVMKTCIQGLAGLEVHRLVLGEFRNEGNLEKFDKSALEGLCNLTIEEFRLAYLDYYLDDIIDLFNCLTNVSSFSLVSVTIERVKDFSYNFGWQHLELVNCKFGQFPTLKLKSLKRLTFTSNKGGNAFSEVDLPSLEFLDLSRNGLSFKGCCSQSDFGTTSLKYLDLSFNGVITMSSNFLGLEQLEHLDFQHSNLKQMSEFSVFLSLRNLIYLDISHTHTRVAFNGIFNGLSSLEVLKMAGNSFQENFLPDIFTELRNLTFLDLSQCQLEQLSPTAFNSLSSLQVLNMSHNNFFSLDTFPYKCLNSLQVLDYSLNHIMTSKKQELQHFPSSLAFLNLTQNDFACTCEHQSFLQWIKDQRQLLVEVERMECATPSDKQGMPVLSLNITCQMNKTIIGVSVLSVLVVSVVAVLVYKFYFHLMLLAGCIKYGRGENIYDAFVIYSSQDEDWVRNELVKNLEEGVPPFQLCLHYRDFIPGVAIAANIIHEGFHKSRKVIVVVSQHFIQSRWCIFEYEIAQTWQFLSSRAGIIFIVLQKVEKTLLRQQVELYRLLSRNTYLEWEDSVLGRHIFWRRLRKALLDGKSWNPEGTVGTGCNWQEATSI
Target sequence (Q99836 whole entry, looked up): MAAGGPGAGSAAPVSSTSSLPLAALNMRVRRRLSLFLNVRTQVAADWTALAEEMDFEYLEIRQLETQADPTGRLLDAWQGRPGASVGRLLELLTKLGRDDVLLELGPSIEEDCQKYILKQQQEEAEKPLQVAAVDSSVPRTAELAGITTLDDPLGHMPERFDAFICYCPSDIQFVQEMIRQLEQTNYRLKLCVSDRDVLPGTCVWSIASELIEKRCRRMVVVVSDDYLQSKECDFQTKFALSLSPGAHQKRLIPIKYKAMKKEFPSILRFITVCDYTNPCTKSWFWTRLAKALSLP
Diaph act CS: activates diaphorase or chemically reduces, flagging diaphorase assay artifacts; Diaphorase/resazurin coupled assay, resorufin fluorescence, 16 min; stronger effect = higher value; 1 = vehicle wells, 0 = NADH-free wells; 190,000 compounds, 0.005% hits; AID 1229; activation factor at 20 µM;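 active means diaphorase activity raised at least twofold by the compound at 20 µM; inactive means activation factor below 2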
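Material: Purified diaphorase enzyme from Clostridium kluyveri | Buffer or medium: 50 mM HEPES pH 7.4 with 4.542 mM MgCl2, 0.005% Tween 20 | Times: 16 min enzyme reaction, ambient temperature | Signal: Red resorufin fluorescence at 544/590 nm excitation/emission | Measure: Increased resorufin signal from activators or reducing compounds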
APP transl inh: APP translation inhibition; SH-SY5Y APP 5'UTR-luciferase reporter, luminescence; inhibition, % at 2 µM; 190,000 compounds, 0.82% hits; AID 1285;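 active means inhibition above a set limit, derived from the sample mean plus 3 SD, cut at about 45% in these data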; further: values of inactives mirror those of a sister screen read the other way
Diaphorase inh: inhibits diaphorase or chemically oxidizes, flagging diaphorase assay artifacts. diaphorase resazurin-to-resorufin fluorescence, NADH, 16 min; bacterial (C. kluyveri) enzyme, not human. inhibition, % at 20 µM. 190,000 compounds, 0.69% hits;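 active means primary screen inhibition at 20 µM above a set limit, cut at about 50% in these data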;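 further: plate controls were DMSO with full reaction for no effect and wells lacking NADH for full effect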
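Test system: diaphorase enzyme from Clostridium kluyveri; amount: diaphorase at 0.14 U/mL in enzyme working solution; detection: fluorescence of resorufin formed from resazurin, Ex 544/Em 590 nm; times: reaction incubation of 16 min at room temperature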
STAT1 activator: activators of IFN-gamma induced STAT1 signaling | 200,000 compounds, 2.6% hits | activation (% of control), % at 5.5 µM | AID 932 | NIH 3T3 STAT1-luciferase reporter, luminescence; 100% = IFN-gamma alone, no compound;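 active means activation above the screen-wide mean activation plus 3 SD, cut at about 130% in these data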;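 further: raw ratio to IFN-gamma control signal so 100% means no change and 0% no light; values of inactives mirror those of a sister screen read the other way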
STAT3 act: activators of IL-6 induced STAT3 signaling | U3A cells, IL-6 STAT3-luciferase reporter, luminescence; 100% = signal with IL-6 EC80 alone | activation (% of control), % at 5.6 µM | 190,000 compounds, 0.91% hits;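 active means activation above the screen-wide mean of compound activation plus 3 SD, cut at about 130% in these data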;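 further: 0% = background luminescence of wells with medium and substrate only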
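system = STAT3-luciferase reporter U3A cells | reagent = IL-6 stimulus at 33 ng/mL final | timing = 1 h compound pre-exposure, 6 h IL-6 stimulation, 37 °C | measured by = luminescence | evaluation = % activation versus median of IL-6-stimulated wells | control set = IL-6-only wells as 100% reference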
STAT3 blocker: STAT3 signaling inhibition. U3A cells, IL-6 STAT3-luciferase reporter, luminescence; host cell line lacks STAT1. inhibition, % at 5.5 µM. 190,000 compounds, 0.89% hits. AID 862;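 active means inhibition above the mean inhibition across all screened compounds plus 3 SD, cut at about 44% in these data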;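 further: 0% = DMSO only wells and 100% = 100 µM nifuroxazide control wells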
* marks the source's active call; other numbers are inactive results. Random draw from the library; 6.1% or so of the library scored in one or more.

SMILES	STAT1 inh	G6PDH CS	Hsp70 act	TLR4-MyD88 BLA	Diaph act CS	APP transl inh	Diaphorase inh	STAT1 activator	STAT3 act	STAT3 blocker
CCCOc1cccc(-c2cc(C(=O)NNC(=S)NCC)c3ccccc3n2)c1	1	0	-0.2	6	1	53*	-1	99	96	10
COC(=O)c1ccc(NCN2C(=O)C3C4CCC(C4)C3C2=O)cc1 (centres undefined)	-4	12	-0.2	-9	0.9	3	5	102	102	6
Cc1ccc(CN(C(=O)c2ccco2)C(C(=O)NC2CCCC2)c2ccc(N3CCOCC3)cc2)cc1 (centres undefined)	-3	6	-0.5	-5	0.8	4	16	103	111	-12
S=C(NCCc1ccccc1)Nc1ccc(Cl)cc1	-4	5	0.0	7	0.8	-25	17	106	95	4
CC(C)(C)OC(=O)N1CCOCCOCCN(C(=O)OC(C)(C)C)CCOCC1	10	13	-0.1	-7	0.9	11	11	91	101	2
CC(=O)c1c(C)[nH]c(C(=O)CSc2nnc(-c3cccs3)n2Cc2ccccc2)c1C	-5	4	0.6	-7	0.8	2	15	104	97	2
Oc1ccc(Br)cc1-c1nc2cnccn2c1NC1CCCC1	-3	-30	-0.3	1	0.8	12	21	101	98	7
O=C(O)c1ccc(Nc2cnc3ccccc3n2)cc1	-33	1	-0.2	3	1	-5	-2	131*	105	2
CCOc1ccc(CNC(=O)CCS(=O)(=O)Cc2ccccc2C)cc1OC	5	3	0.0	0	0.9	32	6	97	97	8
Cc1ccc(-n2c(Cc3cccn3C)nnc2SCC(N)=O)cc1	-7	-7	0.2	-2	0.9	8	5	106	101	5
CC(=O)C1=NN(c2ccccc2)C(c2cccs2)N1c1ccccc1 (centres undefined)	6	0	0.2	27*	0.8	10	16	95	110	-16
Cc1ccc(-c2nn(-c3ccccc3)cc2CSC(=N)N)cc1	-2	13	-0.1	3	1.3	-16	-25	102	103	-3
CCOc1ccccc1CN1CCN(C2CCN(c3ccccc3F)CC2)CC1CCO (centres undefined)	1	2	-0.4	6	1	-3	0	98	110	-12
Cc1ccc2c(c1)c(C)c(C)n2CC(O)Cn1nc(C)cc1C (centres undefined)	-4	10	-0.1	-2	0.9	8	14	104	102	4
Cn1cnnc1SCC(=O)Nc1ccc(Br)cc1F	3	3	-0.3	0	1	3	0	97	95	12
COc1ccc(CNC(=O)c2ccc(Br)cc2)cc1	-7	5	-0.2	-26	0.9	2	12	105	106	-2
O=[N+]([O-])C1=CC=C2C(=NC3(CCCCC3)N2O)C1=NCCc1ccccc1	0	15	-0.5	-5	0.4	21	63*	99	102	1
O=C(O)CSc1nnc(CNc2cccc(C(F)(F)F)c2)n1Cc1ccco1	-1	10	-0.3	6	1	1	5	101	103	1
Cc1nn(CC(=O)NCc2ccc(C(=O)O)cc2)c(C)c1[N+](=O)[O-]	13	3	-0.2	-9	0.9	12	12	87	83	28
CCC1C(=O)N=C(SCC(=O)Nc2ccc(C(=O)OC)cc2)NC1=O (centres undefined)	2	6	-0.1	-8	1	-9	-4	98	100	6

10 entries from above, reformatted.
Each structure is followed by: STAT1 inh	G6PDH CS	Hsp70 act	TLR4-MyD88 BLA	Diaph act CS	APP transl inh	Diaphorase inh	STAT1 activator	STAT3 act	STAT3 blocker
CCCOc1cccc(-c2cc(C(=O)NNC(=S)NCC)c3ccccc3n2)c1
    1	0	-0.2	6	1	53*	-1	99	96	10
COC(=O)c1ccc(NCN2C(=O)C3C4CCC(C4)C3C2=O)cc1 (centres undefined)
    -4	12	-0.2	-9	0.9	3	5	102	102	6
Cc1ccc(CN(C(=O)c2ccco2)C(C(=O)NC2CCCC2)c2ccc(N3CCOCC3)cc2)cc1 (centres undefined)
    -3	6	-0.5	-5	0.8	4	16	103	111	-12
S=C(NCCc1ccccc1)Nc1ccc(Cl)cc1
    -4	5	0.0	7	0.8	-25	17	106	95	4
CC(C)(C)OC(=O)N1CCOCCOCCN(C(=O)OC(C)(C)C)CCOCC1
    10	13	-0.1	-7	0.9	11	11	91	101	2
CC(=O)c1c(C)[nH]c(C(=O)CSc2nnc(-c3cccs3)n2Cc2ccccc2)c1C
    -5	4	0.6	-7	0.8	2	15	104	97	2
Oc1ccc(Br)cc1-c1nc2cnccn2c1NC1CCCC1
    -3	-30	-0.3	1	0.8	12	21	101	98	7
O=C(O)c1ccc(Nc2cnc3ccccc3n2)cc1
    -33	1	-0.2	3	1	-5	-2	131*	105	2
CCOc1ccc(CNC(=O)CCS(=O)(=O)Cc2ccccc2C)cc1OC
    5	3	0.0	0	0.9	32	6	97	97	8
Cc1ccc(-n2c(Cc3cccn3C)nnc2SCC(N)=O)cc1
    -7	-7	0.2	-2	0.9	8	5	106	101	5

More entries follow:
SMILES	STAT1 inh	G6PDH CS	Hsp70 act	TLR4-MyD88 BLA	Diaph act CS	APP transl inh	Diaphorase inh	STAT1 activator	STAT3 act	STAT3 blocker
Cc1ccc(S(=O)(=O)Cc2c(C)noc2C)cc1	-1	6	-0.5	-1	0.9	-18	6	100	96	6
O=C(CN1CCN(Cc2ccc3c(c2)OCO3)CC1)Nc1ccc(F)cc1	-2	9	-0.1	8	0.8	1	18	102	95	5
CCSc1ncc(Cl)c(C(=O)N(Cc2ccc(N(C)C)cc2)C2CCS(=O)(=O)C2)n1 (centres undefined)	5	-3	-0.4	0	0.8	-14	22	95	103	-4
O=C(c1ccccc1)c1ccc(CN2C(=O)c3ccccc3C2=O)o1	1	10	-0.4	-5	0.9	-17	10	100	94	11
O=C(OC1CCOC1=O)c1ccc2ccccc2n1 (centres undefined)	-1	4	-0.1	18	0.9	6	6	101	111	-8
O=S(=O)(Nc1ccc(Cl)c(C(F)(F)F)c1)c1cnc[nH]1	5	3	-0.3	7	0.9	-17	12	96	93	15
O=S1(=O)CCN(Cc2cccc(Cl)c2)CC1	8	6	-0.1	-13	0.9	-19	5	93	98	7
Cc1ccc(-n2nccc2-c2nn(-c3cccc(C(F)(F)F)c3)c(=O)n(C)c2=O)cc1	-1	13	-0.1	-1	1.1	-7	-8	99	101	7
CC(=O)Nc1nonc1-n1nnc(C(=O)NCc2ccccc2)c1C	2	4	-0.4	5	1	12	4	99	103	3
CCCc1nnc(SCC(=O)N2CCOCC2)n1Cc1ccco1	4	4	-0.1	-7	0.9	-7	13	97	97	7
CON(C)S(=O)(=O)c1ccc2c(c1)N(Cc1ccc(C)cc1)C(=O)C1CCCN21 (centres undefined)	-2	-1	-0.3	5	0.9	-13	10	102	122	-14
Cc1nc(CC(=O)Nc2nc(C(C)(C)C)cs2)cs1	-14	11	0.0	15	1	-6	-2	113	101	3
N#Cc1c(N2CCCCC2)nc(N2CCCCC2)c2c1CCN(Cc1ccccc1)C2	10	-52	0.0	-12	0.9	-18	12	91	94	10
COc1ccc(S(=O)(=O)Nc2ccc(N(C)C(C)=O)cc2)cc1	8	12	-0.2	-4	0.9	19	11	93	106	-1
Cc1ccc(CNC(=O)COc2ccccc2-c2ccccc2)cc1	3	7	-0.3	0	0.9	8	5	97	110	-8
Cc1nc(=O)c(-c2ccccc2)c(C)n1CC1CCCO1 (centres undefined)	-3	10	-0.1	-11	0.9	-13	5	102	100	3
O=C(CN1CCC(c2nc3ccccc3s2)CC1)NCc1ccccc1	-2	5	0.0	5	0.9	-5	12	101	100	4
COc1ccccc1Oc1ccc(NC(=O)c2ccccc2)cc1	-11	5	0.2	4	0.8	-8	18	108	101	5
CCOc1cc(C(=O)NC2=NCCS2)cc(OCC)c1OCC	6	2	0.0	-3	0.9	-11	7	94	99	12
COc1ccccc1/C=C/C=N/n1c(C)nnc1C	5	3	0.1	-10	1	6	-1	94	101	4
CC(C)(C)C(=O)CN1C(=O)C2(OCCO2)c2ccccc21	-1	-1	-0.3	3	1	-13	-2	101	100	9
CC[C@H](C)[C@H](NC(N)=O)C(=O)NCCc1ccc(Cl)cc1Cl	4	4	-0.2	-15	0.9	-7	6	95	99	6
Cc1cc(C(=O)N/N=C\c2ccc(COc3ccc([N+](=O)[O-])cc3)o2)ccc1[N+](=O)[O-]	-1	-51	0.0	-3	0.8	21	17	100	92	9
CCn1c(-c2nn(C)c(C)c2Cl)n[nH]c1=S	-1	-1	-0.4	-1	0.9	-21	13	101	86	20
Cc1nnc(SCC(=O)c2cc(C)n(C3CC3)c2C)s1	-39	14	-0.1	2	1.1	-65	-12	136*	99	5
CC(=O)C1=NN(c2ccccc2)C(c2ccc3c(c2)OCO3)N1c1ccccc1 (centres undefined)	7	4	-0.4	28*	0.8	-26	23	94	99	5
CCS(=O)(=O)Nc1c(C(=O)O)[nH]c2ccccc12	7	6	-0.2	-15	0.8	-17	23	94	164*	-71
c1ccc(CNn2nnnc2-c2ccccc2)cc1	3	-3	0.0	2	0.9	-10	9	99	99	3
CCN(CC)C(=O)CSc1nc2ncc(Cl)cc2[nH]1	1	5	-0.2	1	1.1	7	-7	100	88	18
CCOC(=O)C1CCCN(C(=O)c2ccccc2[N+](=O)[O-])C1 (centres undefined)	-4	5	-0.1	-16	1.2	15	-18	102	93	15
Oc1ccc(Cl)cc1C1=NNC(c2ccc(Cl)cc2)C1 (centres undefined)	-33	-8	-0.4	-10	0.9	-55	11	130*	105	-3
Cn1cccc1/C=C1\SC(=O)N(c2ccc(O)cc2)C1=O	-15	2	-0.1	-18	0.9	-13	7	114	91	9
O=S(=O)(Nc1cccnc1)c1ccc(Cl)c(C(F)(F)F)c1	-2	8	-0.2	7	0.8	-2	20	101	106	-4
CCN(CC)C(=O)Cn1c(=O)n(-c2ccc(CC(=O)NCc3ccccc3)cc2)c(=O)c2sccc21	5	3	-0.1	-1	1	-9	3	94	105	-4
CN1C(=O)NC(c2ccccc2)C2=C1CN(Cc1ccco1)C2=O (centres undefined)	6	-7	-0.1	8	0.9	-15	11	95	95	6
CCOC(=O)c1cnc2c(C(=O)OC)cccc2c1NCCN1CCOCC1	-5	3	0.0	-4	1	2	5	106	102	1
